Assay outcomes: PubChem BioAssay, National Center for Advancing Translational Sciences (NCATS)
Abeta yeast res: qHTS for compounds that reverse cellular toxicity of Amyloid beta (A-beta) peptide in yeast: Primary Screen. 410,000 tested, 0.063% active. yeast expressing A-beta42, growth rescue, OD600, 48 h; response scale: 0% DMSO, 100% iron-clioquinol control. Potency, µM (titrated, usually from 46.1 µM), inactives show at the top dose growth rescue, hits mostly activators; also: potency is read from the fitted curve at half-maximal effect; nearly all actives have a fitted effect of over 55% in size
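Yeast A-beta toxicity model in growth medium with pinned compounds, 48 h at 30 C; growth read as absorbance at 600 nm. Normalized to FeCl3/clioquinol equimolar mix (positive) and DMSO (negative).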
GLP1R ag: qHTS of GLP-1 Receptor Agonists; Glucagon-like peptide 1 receptor (Homo sapiens), P43220; HEK293 GLP-1R CRE-luciferase, luminescence, 4-6 h; cells express a hypersensitive GLP-1R form; Potency, µM (series often up to 45.6 µM), inactives show top-dose activation, actives largely listed as activators; 380,000 tested, 0.007% active; also: potency is read from the fitted curve at half-maximal effect; % of control where 0% means no effect
Target sequence (P43220 whole entry, looked up): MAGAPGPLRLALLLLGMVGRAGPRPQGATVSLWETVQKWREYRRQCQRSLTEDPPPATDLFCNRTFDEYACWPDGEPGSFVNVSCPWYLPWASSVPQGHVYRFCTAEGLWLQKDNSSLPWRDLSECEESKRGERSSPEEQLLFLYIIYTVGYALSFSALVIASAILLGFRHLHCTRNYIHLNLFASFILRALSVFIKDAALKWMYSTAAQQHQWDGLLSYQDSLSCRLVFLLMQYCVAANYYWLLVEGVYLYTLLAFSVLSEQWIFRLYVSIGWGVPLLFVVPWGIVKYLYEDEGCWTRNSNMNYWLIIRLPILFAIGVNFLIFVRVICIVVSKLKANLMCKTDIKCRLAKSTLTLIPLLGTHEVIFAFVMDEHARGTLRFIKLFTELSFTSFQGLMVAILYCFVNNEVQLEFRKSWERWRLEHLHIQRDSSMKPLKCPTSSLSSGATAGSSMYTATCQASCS
FUS suppressor: qHTS for Suppressors of FUS Proteinopathy: Primary screen using FUS-linked yeast assay; S. cerevisiae FUS-expressing, growth rescue, OD600, 24 h; Potency, µM (highest dose often 76.6 µM), for the others: at the highest dose growth rescue (activation), usual class: activators; 390,000 tested, 0.24% active; AID 1347120, 2019;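 also: potency is read from the fitted curve at half-maximal effect; plate controls were DMSO vehicle for no effect and reference control for full effect; nearly all actives have a fitted effect of over 55% in size; some results filed as inactive show a strong effect at the top dose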
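Cultures pregrown in 2.5% raffinose medium are shifted to minimal medium containing 2% galactose to express toxic FUS. Compounds are tested at several concentrations. After 24hr at 30C, growth is quantified at 600 nm absorbance.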
D3 antag: qHTS of D3 Dopamine Receptor Antagonist: qHTS; D3R cells, DiscoveRx beta-arrestin luminescence, antagonist mode; active compounds read low; max response, negative = inhibition, %; 360,000 tested, 2.5% active; in the data active = max response below about -50%; inconclusive = no clear call, values can overlap the other calls; also: % is scaled to controls: 0 for no effect and ±100 for the full control effect; mostly tested at two doses, the higher about 12 µM
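Cells plated overnight at 1500 cells/well, then exposed to library compounds with dopamine controls for 90 minutes at 37 degrees C. DiscoveRx reagent added for 30–60 minutes at room temperature; luminescence read, quantitative HTS format.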
GLP-1R inv ag: qHTS of GLP-1 Receptor Inverse Agonists (Inhibition Mode). Potency, µM (doses to about 38.3 µM), for inactives: top-dose activity change, negative = inhibition, most hits filed as inhibitors. AID 624417, 2012. Glucagon-like peptide 1 receptor (Homo sapiens), P43220. 410,000 tested, 1.6% active. HEK293 GLP-1R CRE-luciferase, luminescence, 24 h; GLP-1R form is constitutively active; also: potency is read from the fitted curve at half-maximal effect; % is scaled to controls: 0 for no effect and ±100 for the full control effect; nearly all actives have a fitted effect of over 55% in size
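Using stably transfected HEK293 (constitutively active GLP-1R, cAMP-luciferase reporter), compounds were incubated 24 hr and luciferase measured by luminescence.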
PTHR1 ag: qHTS for PTHR1 Agonists: Primary Screen | Parathyroid hormone/parathyroid hormone-related peptide receptor (Homo sapiens), Q03431 | HEK293 GP2 PTHR1 cells, GloSensor cAMP luminescence, 1 h | Potency, µM (doses to about 115 µM), inactives show top-dose activation, actives largely listed as activators | 410,000 tested, 0.075% active | AID 743266, 2014; also: potency is read from the fitted curve at half-maximal effect; nearly all actives have a fitted effect of over 55% in size; some results filed as inactive show a strong effect at the top dose; inactives centre near -15; many of its hits are not listed in these tables
Target sequence (Q03431 whole entry, looked up): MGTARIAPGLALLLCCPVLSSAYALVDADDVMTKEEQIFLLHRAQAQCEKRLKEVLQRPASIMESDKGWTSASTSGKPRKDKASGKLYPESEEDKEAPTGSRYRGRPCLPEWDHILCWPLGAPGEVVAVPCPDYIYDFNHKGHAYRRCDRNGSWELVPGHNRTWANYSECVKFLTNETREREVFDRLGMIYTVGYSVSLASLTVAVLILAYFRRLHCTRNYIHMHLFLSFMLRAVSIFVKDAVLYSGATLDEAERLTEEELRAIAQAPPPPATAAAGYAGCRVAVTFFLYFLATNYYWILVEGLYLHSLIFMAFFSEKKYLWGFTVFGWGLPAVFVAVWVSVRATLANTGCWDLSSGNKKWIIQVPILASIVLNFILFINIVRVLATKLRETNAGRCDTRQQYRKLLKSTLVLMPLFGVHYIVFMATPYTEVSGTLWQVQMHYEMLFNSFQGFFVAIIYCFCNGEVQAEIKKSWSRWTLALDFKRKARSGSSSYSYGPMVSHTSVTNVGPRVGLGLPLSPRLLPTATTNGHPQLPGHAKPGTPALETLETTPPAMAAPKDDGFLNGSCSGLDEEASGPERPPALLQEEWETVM
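HEK-293-derived GP2 cells expressing PTHR1 and a GloSensor cAMP reporter, 3,000/well, plated overnight, given luciferin plus IBMX (each 0.5 mM as added) for 1 h at 37 °C, then compound for 1 h at 37 °C. Luminescence was read after 15 min at room temperature.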
Akt phos inh: HTS Assay for Inhibitors of Akt Phophorylation: Primary Screen. activity change, % for hits at 50 µM. 360,000 tested, 0.32% active. Neuro2A IGF-stimulated pAkt S473 HTRF, 20 min; active compounds read low; in the data active = activity change below about -80%; inconclusive = mostly about -51% to -80%; also: % is scaled to controls: 0 for no effect and ±100 for the full control effect
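Neuro2A cells in DMEM with 0.5% FBS, overnight at 37 deg C, given compound at single 50 µM final, then IGF (6 nM final) for 20 min at 37 deg C. Lysed; phospho-Akt Ser473 by HTRF after 24 h, 665/615 ratio.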
TDP43 rescue: qHTS of TDP-43 Inhibitors; Potency, µM (highest dose often 46.1 µM), for inactives: at the highest dose growth rescue (activation), usual class: activators; AID 652104, 2013; 410,000 tested, 1.8% active; TDP-43 expressing yeast growth rescue, BacTiter-Glo, 24 h; also: potency is read from the fitted curve at half-maximal effect; % of control where 0% means no effect; nearly all actives have a fitted effect of over 50% in size
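In this qHTS, compounds that restore growth of yeast expressing TDP-43 appear as activators. Cells (OD600=0.02, galactose medium, raffinose-pregrown) are incubated with compound 24 hr at 30 deg C and growth is quantified by BacTiter-Glo.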
aSyn yeast inh: qHTS of alpha-syn Inhibitors; Yeast expressing alpha-synuclein, growth rescue, BacTiter-Glo, 24 h; Potency, µM (highest dose often 46.1 µM), for inactives: at the highest dose growth rescue (activation), hits mostly activators; 370,000 tested, 0.14% active; also: potency is read from the fitted curve at half-maximal effect; % of control where 0% means no effect; nearly all actives have a fitted effect of over 65% in size
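Rescue of yeast growth: cells expressing toxic alpha-synuclein, induced in galactose at OD600 0.02, incubated with compound 24 h at 30 C. ATP luminescence quantified growth; inhibitors of toxicity appear as activators.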
The depositor's hits bear a star; i = inactive; ? = inconclusive; nt = no result given; [ ] = dose if it differs, or a comment. Unless noted, calls follow the shape of the dose curve; as a rule, active = well fitted curve in the direction sought with a large enough effect; inconclusive = small, poorly fitted or top-dose-only effect, or another doubt; inactive = no such curve, though single readings can be large; an effect the other way counts as inactive or inconclusive. These rows are one share of the data, so the mix of outcomes need not match the whole.

SMILES	Abeta yeast res	GLP1R ag	FUS suppressor	D3 antag	GLP-1R inv ag	PTHR1 ag	Akt phos inh	TDP43 rescue	aSyn yeast inh
Cc1cc(C(=O)CCC(=O)Nc2ccc(S(N)(=O)=O)cc2)c(C)s1	-27%	-1%	-22%	2	15%	-22%	i	9%	2%
CC(C)CC(NC(=O)C(NC(=O)OC(C)(C)C)C(C)C)C(=O)N1CCCC1C(N)=O (stereo unspecified)	11%	-20%	28%	-24	-33%	i	i	6%	-1%
Cc1cc(C)c(/C([O-])=C(/C(=S)Nc2ccc(SC(F)F)cc2)[n+]2ccccc2)cc1C	13%	6%	35%	49	?	-30%	i	-23%[9.22 µM]	0%
Clc1ccc(Nc2ccccc2)nn1	-3%	6%	25%	-23	22%	i	i	-9%	2%
CN1CCN(CCCNC(=O)c2nnc(Cc3c(F)cccc3Cl)o2)CC1	2%	-2%	24%	?	2%	i	i	-17%	-1%
CC(C)NOC(=O)c1ccc(Cl)cc1	7%	1%	-5%	2	-1%	-6%	i	21%	0%
COc1ccc(-c2noc(N3CCC(C(=O)N4CCN(c5ccccc5F)CC4)CC3)n2)cc1	2%	nt	5%	nt	11%	-9%	nt	-4%	nt
O=C(Nc1nccs1)c1csc([C@H]2C[C@H](O)[C@@H](CO)O2)n1	15%	-1%	-15%	18	?	i	i	0%	0%
CCCOc1ccc(NC(=O)C2CC(=O)N/C(=N/N=C(\C)CCc3ccc4c(c3)OCO4)S2)cc1 (stereo unspecified)	1%	0%	nt	2	-4%	-38%[inhibitor]	i	0%	3%
CCOC(=O)N1CCN(C(c2cccc(OC)c2)c2sc3nc(C)nn3c2O)CC1 (stereo unspecified)	9%	6%	12%	-16	7%	i	i	-4%	8%
CC(C)(C)NS(=O)(=O)c1ccc2c(c1)oc(=O)c1cc(S(=O)(=O)NC(C)(C)C)ccc12	8%	-11%	5%	17	38%[activator]	?	i	4%	-6%
COc1ccc2c(c1)CC(C1(O)C(=O)N(C)c3ccccc31)C2=O (stereo unspecified)	15%	19%	-7%	22	-2%	i	nt	9%	13%
Cc1ccccc1N1CCN(CCCCN2C(=O)C3CCCN3C2=O)CC1 (stereo unspecified)	-11%	0%	nt	-84*	-9%	i	i	0%	-5%
CC(=O)CC(=O)Nc1nc(C)cc(C)n1	-5%	-1%	-12%	4	23%	i	i	-7%	-1%
CCC(=O)N1CCc2cc(CNC(=O)Nc3ccccc3Cl)ccc21	-6%	nt	41%	nt	2%	i	nt	23%	nt
CC1=C(C(=O)Nc2cccnc2)C(c2ccccc2Cl)n2nc(-c3ccccc3)nc2N1 (stereo unspecified)	-7%	nt	-3%	nt	18%	i	nt	4%	nt
COc1ccc(CCNC(=O)c2cc(-c3ccccc3O)n[nH]2)cc1OC	0%	-2%	-26%	-6	18%	i	nt	-8%	nt
COc1ccccc1N1CCN(C(CNC(=O)C2CCCCC2)c2cccnc2)CC1 (stereo unspecified)	-11%	-3%	-10%	-71*	4%	-31%[inhibitor]	i	-3%	-9%
O=C(NNC(=S)Nc1ccc(Br)cc1Cl)c1ccco1	-5%	0%	nt	42	9%	-1%	i	0%	-6%
O=C(CCCSc1nc2ccccc2[nH]1)Nc1nnc(C2CC2)s1	-2%	17%	8%	9	3%	-14%	i	-10%[0.397 µM]	-5%
Cc1ccc(C)c(C(O)c2ncc(-c3ccccc3F)[nH]2)c1 (stereo unspecified)	13%	3%	3%	0	?	-7%	i	?	0%
COc1ccc(S(=O)(=O)N2CCN(C(=O)c3ccc(NC(C)=O)cc3)CC2)cc1	-1%	-1%	16%	7	9%	-44%[inhibitor]	i	-1%	2%[1.84 µM]
CN(Cc1ccc(C(F)(F)F)cc1)C(=O)[C@H]1O[C@@H](n2cnc3c(N)ncnc32)[C@H](O)[C@@H]1O	-7%	5%	8%	14	28%	i	i	12%	6%
OC(c1cccc(OCc2ccccc2)c1)c1nnc(-c2ccccc2)o1 (stereo unspecified)	28%	3%	43%	20	10µM*	-26%	i	29%	?
O=c1oc2ccc(Cl)cc2cc1-c1ccccc1	1%	-9%	-4%	3	9%	i	i	4%	1%

2 consecutive records from above, quoted:
SMILES	Abeta yeast res	GLP1R ag	FUS suppressor	D3 antag	GLP-1R inv ag	PTHR1 ag	Akt phos inh	TDP43 rescue	aSyn yeast inh
OC(c1cccc(OCc2ccccc2)c1)c1nnc(-c2ccccc2)o1 (stereo unspecified)	28%	3%	43%	20	10µM*	-26%	i	29%	?
O=c1oc2ccc(Cl)cc2cc1-c1ccccc1	1%	-9%	-4%	3	9%	i	i	4%	1%

Remaining list, next part
SMILES	Abeta yeast res	GLP1R ag	FUS suppressor	D3 antag	GLP-1R inv ag	PTHR1 ag	Akt phos inh	TDP43 rescue	aSyn yeast inh
Cn1c(CC(=O)Nc2ccc(F)cc2)nnc1SCC(=O)Nc1nncs1	5%	10%	2%	-6	7%	i	i	-8%	-1%
Cc1c(Br)cc(C(=O)O)c(C)c1C	-37%[inhibitor]	-7%	-14%	3	5%	-14%	i	2%	5%
CC1=NN2C(=N)/C(=C\c3cc(C)n(-c4cccc(C)c4)c3C)C(=O)N=C2S1	-10%	1%	?	?	5%	-49%[inhibitor]	i	-12%	1%
Cc1ccc(-c2nnc(COc3cccc(-n4cnnn4)c3)o2)cc1	1%	-1%	16%	21	-3%	i	i	?	1%
CC(C)(C)NC(=O)c1cc(NC(=O)c2cccs2)cc(NC(=O)c2cccs2)c1	-1%	9%	26%	1	?	-21%	i	-16%	0%
Cc1ccc(S(=O)(=O)N2CCN(C(=O)c3ccccc3)C2C(C)C)cc1 (stereo unspecified)	-10%	-1%	25%	41	4%	i	nt	-7%	-4%
O=C(NCCCN1CCCCCC1)c1ccc2c(c1)sc1nc(-c3ccccc3)cn12	-12%	nt	14%	nt	?	-18%	nt	-6%	nt
CCOC(=O)C1CCCN(C(=O)COC(=O)c2cccs2)C1 (stereo unspecified)	8%	-2%	-15%	4	5%	i	i	14%	0%
Cc1ccc(CCNC(=O)c2coc3nc4ccccc4nc23)cc1	6%	-7%	nt	-16	0%	-18%	i	11%	10%
O=C1C(C2=C(O)c3ccccc3C2=O)=Nc2ccccc21	-89%[inhibitor]	-5%	14%	-30	1%	-34%[inhibitor]	i	-80%[inhibitor]	-47%[inhibitor]
COc1cccc(NC(=O)c2ccc(NC(=O)C(C)C)cc2)c1	2%	5%	3%	-1	-26%	-19%	i	19%	-5%
O=C(N1CCCC1)C12CC3CC(CC(C3)C1)C2	-6%	12%	-11%	5	-23%	1%[57.5 µM]	i	-14%	0%
CCCCN1C(=O)C(CC(=O)NC2CCCC2)CC(C(=O)N(C(C)C)C(C)C)=C1C (stereo unspecified)	4%	10%	1%	-6	19%	-12%	i	0%	-2%
CC1=N/C(=C/c2ccco2)C(=O)O1	-13%	-4%	14%	-3	12%	i	i	5%	-5%
O=C(CCSCc1ccc(Cl)cc1)N1CCN(c2ccccc2F)CC1	-39%[inhibitor]	nt	36%	nt	?	-24%	nt	?	nt
c1ccc(NC2=NCCN2CCCC2CCCC2)cc1	6%	1%	-15%	?	?	-5%	i	9%	0%
CCOc1ccc(-c2nnc3ccc(SC)nn23)cc1	5%	2%	-4%	-20	13%	i	?	-16%	-2%
CCOC(=O)c1ccccc1NC(=O)COC(=O)c1ccc(OCC(=O)N2CCOCC2)c(OCC)c1	9%	-4%	nt	66	9%	-69%[inhibitor]	i	?	4%
O=C(Nc1ccccc1)NC1(C(=O)NCc2ccc3c(c2)OCO3)CCCCC1	-5%	-1%	-6%	-4	-9%	i	i	5%	-12%
CC(=O)Nc1ccc(C(=O)CN2C(=O)NC3(CCCc4ccccc43)C2=O)c(F)c1 (stereo unspecified)	6%	16%	13%	-12	-17%	i	i	5%	7%
O=C1OC2(CCCCC2)OC(=O)C1=CNc1ccc2c(c1)OCO2	0%	6%	28%	-6	2%	-6%[57.5 µM]	i	-12%	0%
CC1(C(=O)c2ccccc2)C2c3c(ccc4ccccc34)OC(=O)C21C(=O)N1CCOCC1 (stereo unspecified)	?	-14%	37%	-19	0%	i	i	18µM*	7%
CCC(=O)N1CCc2cc(Br)cc(S(=O)(=O)CCC(=O)Nc3ccc(CC)cc3)c21	-14%	nt	-22%	nt	6%	i	nt	7%	nt
CC1CCCC(C)N1C(=O)COC(=O)c1nn(C)c(=O)c2ccccc12 (stereo unspecified)	1%	7%	8%	13	25%	-23%	i	1%	-6%
O=C(C[C@H]1C/C=C\C[C@H](NC(=O)OCC2c3ccccc3-c3ccccc32)C(=O)O[C@H](c2ccccc2)CNC1=O)N[C@H](CO)Cc1ccccc1	1%	-2%	?	5	?	-51%[inhibitor]	i	8%	-1%
O=C1C(Cc2ccccc2)SC(=Nc2ccccc2)N1c1ccccc1 (stereo unspecified)	6%	-1%	-3%	-22	-41%	i	i	-5%	4%
CCOC(=O)c1c(S(=O)(=O)NCC(=O)Nc2cc(C)ccn2)c(C)n(C)c1C	-4%	7%	-6%	-1	6%	28%	i	-14%	-5%
Cc1ccccc1C(=O)Oc1ccccc1N1C(=O)C2CC=CCC2C1=O (stereo unspecified)	0%	5%	nt	-15	1%	i	i	28%	2%
